DTT redox prof – compounds producing H2O2 with reducing agent – biochemical, NIH compound library profiling, artefact control for MLSCN library redox annotation, primary screen; DTT-dependent redox cycling H2O2, phenol red/HRP absorbance; 100% = 100 µM peroxide control, 0% = buffer; activation, % at 10 µM; actives 0.03% (n = 200,000);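 active = activation of at least 50% relative to the plate's high and low controls in the primary single-dose screen; inactive = activation below 50%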;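 note: compound incubated with DTT at 0.8 mM final as the reducing agent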
PPARg SRC-3 ag – PPARgamma-driven SRC-3 recruitment agonism | P37231 | biochemical PPARgamma/SRC-3 coactivator recruitment assay | activation, % at 8 µM | actives 0.26% (n = 200,000) | AID 731; in the data active = activation above about 23%;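 note: 0% = DMSO and 100% = reference agonist; some compounds past the cut are filed as inactive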
Target sequence (P37231 whole entry, looked up): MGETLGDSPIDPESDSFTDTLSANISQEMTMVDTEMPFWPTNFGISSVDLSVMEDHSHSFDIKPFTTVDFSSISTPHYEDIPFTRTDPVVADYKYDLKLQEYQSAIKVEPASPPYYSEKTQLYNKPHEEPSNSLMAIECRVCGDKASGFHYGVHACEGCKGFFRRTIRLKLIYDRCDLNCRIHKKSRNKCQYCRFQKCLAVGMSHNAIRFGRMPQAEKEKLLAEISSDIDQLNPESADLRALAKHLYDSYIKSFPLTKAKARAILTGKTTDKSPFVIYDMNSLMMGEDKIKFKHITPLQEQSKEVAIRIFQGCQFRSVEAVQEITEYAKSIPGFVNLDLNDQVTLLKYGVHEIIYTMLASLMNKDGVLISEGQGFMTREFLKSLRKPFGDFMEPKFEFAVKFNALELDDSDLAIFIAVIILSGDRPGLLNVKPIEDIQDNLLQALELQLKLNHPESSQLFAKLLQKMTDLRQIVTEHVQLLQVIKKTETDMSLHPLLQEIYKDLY
bIAP inhibitor – blocks bovine intestinal alkaline phosphatase activity; purified bovine IAP, CDP-star luminescence, 30 min; 190,000 tested, under 10 active; inhibition, % at 20 µM;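 active = over 50% inhibition of intestinal alkaline phosphatase at 20 µM in the single-dose screen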
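test system = bovine IAP enzyme | medium = DEA buffer 100 mM, pH 9.8, with MgCl2 1.0 mM, ZnCl2 0.02 mM | detection = luminescence | dosing = single compound dose of 20 µM, 2% DMSO final | incubation = 30 min reaction at room temperature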
ROMK mod – modulates human ROMK potassium channel activity; Tet-inducible ROMK, thallium flux fluorescence; actives lie on both sides; B-score at 10 µM; actives 2% (n = 130,000); AID 1918;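 active = signal ratio slope over the read window, or its plate-corrected B-score, at least 3 SD from the plate mean, either direction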;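 note: B-score of the F/F0 ratio slope over 7 to 12 s after thallium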
S1P3 antagonist – S1P3 (human) receptor antagonism. CHO S1P3 NFAT-BLA reporter, FRET fluorescence, antagonist mode. inhibition, % at 4.98 µM. actives 0.27% (n = 170,000). AID 485;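 active = inhibition above the plate cutoff, the mean inhibition of test wells on that plate plus 3 SD, cut at about 28% in these data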;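 note: cells challenged with S1P at its EC80 of 0.8 µM; blue over green emission ratio from cleaved BLA substrate after 4 h stimulation; 0% = S1P-stimulated wells and 100% = unstimulated DMSO-only wells; some compounds past the cut are filed as inactive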
Target sequence (Q99500 whole entry, looked up): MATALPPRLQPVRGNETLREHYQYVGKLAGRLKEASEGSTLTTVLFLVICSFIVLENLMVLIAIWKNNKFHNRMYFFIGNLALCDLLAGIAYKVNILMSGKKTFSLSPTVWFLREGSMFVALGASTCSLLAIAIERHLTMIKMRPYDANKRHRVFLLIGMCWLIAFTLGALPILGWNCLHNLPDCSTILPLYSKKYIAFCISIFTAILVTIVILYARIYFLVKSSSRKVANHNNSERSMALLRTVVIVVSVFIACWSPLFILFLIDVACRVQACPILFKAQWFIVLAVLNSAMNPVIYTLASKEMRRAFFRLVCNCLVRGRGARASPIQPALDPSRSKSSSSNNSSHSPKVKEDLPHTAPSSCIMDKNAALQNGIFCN
TLR4 MyD88 comp – inhibitors of human TLR4-MyD88 binding. O00206+Q99836. HeLa CL3-4 TLR4/MyD88 BLA complementation, FRET ratio. inhibition, % at 8.4 µM. actives 0.18% (n = 200,000); in the data active = inhibition above about 25%;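 note: 0% = vehicle and 100% = reference inhibitor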
Lmaj promast – inhibitors of Leishmania major promastigote growth | Leishmania major promastigotes, resazurin fluorescence viability | inhibition, % at 10 µM | actives 9% (n = 200,000) | AID 1063; in the data active = inhibition above about 50%;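 note: promastigotes grown with compound for 44 hours at 28 °C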
bIAP act – intestinal alkaline phosphatase (bovine) activation; purified bovine IAP, CDP-star luminescence, 30 min; hits give high values; fold of DMSO-control signal, blank-subtracted; activation factor at 20 µM; actives 0.17% (n = 200,000);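 active = activation factor of 2 or more at 20 µM, a signal rise over negative controls twice the positive control's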
PPARg SRC-2 ag – agonists of SRC-2 recruitment by human PPARgamma. actives 0.34% (n = 200,000). activation, % at 8 µM. PPARgamma LBD-SRC-2 recruitment, biochemical; in the data active = activation above about 22%;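 note: 0% = vehicle and 100% = reference agonist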
PPARg SRC1 recr – promotes SRC-1 coactivator recruitment by human PPARgamma | P37231 | PPARgamma-SRC-1 coactivator recruitment biochemical assay | activation, % at 8 µM | actives 0.41% (n = 200,000); in the data active = activation above about 19%;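 note: 0% = DMSO and 100% = reference agonist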
TR-FRET SRC-2 ct – counter-screen for PPARgamma SRC-2 recruitment agonists: TR-FRET artefact; actives 0.4% (n = 200,000); TR-FRET ratio at 8 µM; AID 1049; hits give high values; in the data active = TR-FRET ratio above about 2000; note: inactives centre near 1500
An asterisk follows results filed as active; x = not tested or not shown.

SMILES | DTT redox prof | PPARg SRC-3 ag | bIAP inhibitor | ROMK mod | S1P3 antagonist | TLR4 MyD88 comp | Lmaj promast | bIAP act | PPARg SRC-2 ag | PPARg SRC1 recr | TR-FRET SRC-2 ct
O=C(Nc1ccccc1N1CCCCC1)c1cnccn1 | -1.9 | 2 | 0 | -0.082 | -4 | 5 | 6 | 1 | 5 | -1 | 1356
S=c1nc(-c2ccccc2)[nH]c2ccccc12 | 0.1 | 8 | -4 | 7.3* | 1 | 7 | 2 | 1 | 6 | 8 | 1798
Cc1ccc(S(=O)(=O)Nc2cccc(N(C)S(C)(=O)=O)c2)cc1[N+](=O)[O-] | -0.5 | -7 | 3 | -0.7 | -26 | 4 | 4 | 1 | -2 | -8 | 1540
CCOP(=O)(OCC)C(NC(=O)Nc1ccc(Cl)cc1)c1ccccc1 (stereo not given) | 0.1 | -3 | 2 | x | 9 | -4 | -6 | 1 | -5 | 9 | 1475
CC1CCCC(NC(=O)c2cccc(N3CCCC3=O)c2)C1C (stereo not given) | -0.7 | 3 | -11 | 0.34 | 11 | -17 | -8 | 1.1 | 11 | 6 | 1802
Cc1ccc(C(=O)Nc2nnc(C)s2)cc1 | 0.2 | -4 | 9 | 0.14 | -1 | 0 | -5 | 0.9 | -5 | 10 | 1619
Cc1ccc(NC(=O)C(NC2CCCc3ccccc32)c2ccccc2)cc1Cl (stereo not given) | 0.9 | 6 | 30 | 0.05 | 4 | -13 | 58* | 0.7 | -2 | 6 | 1644
N#CCCN1CCN(S(=O)(=O)c2ccc(S(=O)(=O)NCC3CCCO3)cc2)CC1 (stereo not given) | -1.6 | 1 | 8 | x | -15 | -2 | -8 | 0.9 | 6 | 7 | 1624
Cc1[nH]c2ccccc2c1C(=O)CSc1ncn[nH]1 | 1.5 | -13 | 15 | -1.5 | x | -2 | -8 | 0.9 | -9 | -2 | 1493
CCc1cc(C(=O)Nc2ccc(C)cc2Br)cs1 | -0.7 | 1 | 10 | -0.052 | x | 10 | -2 | 0.9 | -7 | 2 | 1440
Cn1c(=O)c2[nH]c(N3CCN(c4ccccn4)CC3)nc2n(C)c1=O | -0.5 | 6 | 3 | 0.46 | 6 | 3 | -6 | 1 | 1 | -3 | 1411
COc1cccc(OC)c1OCCCOc1cccc2cccnc12 | 0.1 | 1 | -14 | -0.24 | -8 | 1 | 8 | 1.1 | -3 | 7 | 1563
CN(Cc1ccon1)C(=O)CCc1nnc(Cc2ccc(-c3ccccc3)cc2)o1 | -0.9 | 5 | -6 | -0.82 | -1 | -2 | -6 | 1.1 | 1 | 11 | 1471
Cc1c(C(=O)NCc2ccc3c(c2)OCO3)oc2ccc(S(=O)(=O)N3CCCCC3)cc12 | 1.5 | 2 | -11 | x | -5 | 17 | 41 | 1.1 | -5 | 3 | 1567
CN(C)S(=O)(=O)N1CCC(Cc2ccccc2)CC1 | -2.4 | -1 | 0 | x | -7 | 7 | -10 | 1 | -2 | -4 | 1525
COc1cc(C(N)=O)cc(Cl)c1OC | -0.2 | 2 | -2 | -1.3 | -13 | -11 | -4 | 1 | 6 | 6 | 1566
COC(=O)c1sccc1NC(=O)COc1ccc(Cl)cc1 | -0.6 | -6 | 2 | 0.13 | 10 | -25 | -4 | 1 | -5 | -3 | 1487
CN(C)/C=N/c1nc2ccc3c(c2s1)CCCC3 | -4.4 | 12 | 16 | -0.13 | -8 | 1 | 9 | 0.8 | 6 | 5 | 1722
CCC(=O)OCCn1c(=O)c2ccccc2c2ccccc2c1=O | -1.0 | 3 | -9 | x | 4 | -9 | -7 | 1.1 | 2 | 7 | 1724
O=[N+]([O-])c1ccc(N2CCCCC2)c(-c2nn[nH]n2)c1 | 1.0 | 4 | 17 | 0.68 | -9 | -5 | -5 | 0.8 | 0 | 5 | 1724
COc1ccc(/C=N/Nc2ccc(C(=O)O)cc2)cc1Br | 0.2 | 2 | -19 | -0.078 | -7 | 15 | 15 | 1.2 | 10 | -2 | 1560
C/C(=N\NC(=S)Nc1cc(S(=O)(=O)N2CCOCC2)ccc1Cl)c1ccccc1F | 0.2 | 3 | 5 | -0.24 | 1 | -5 | 71* | 0.9 | -1 | 8 | 1706
CC(=O)Nc1nc(-c2ccc([N+](=O)[O-])cc2)cs1 | -0.2 | 1 | -11 | -0.72 | -3 | -15 | -8 | 1.1 | 3 | 8 | 1780
CCC(C)(C)NC(=O)CN(C(=O)c1csnn1)c1ccccc1-c1ccccc1 | -0.1 | 7 | -14 | 0.27 | -17 | 4 | 3 | 1.1 | 7 | 14 | 1717
Cc1ccc(OCCCC(=O)Nc2ccc3c(c2)OCO3)cc1 | 0.7 | 3 | 10 | x | 8 | 3 | -10 | 0.9 | -1 | -1 | 1635
Further entries follow:
SMILES | DTT redox prof | PPARg SRC-3 ag | bIAP inhibitor | ROMK mod | S1P3 antagonist | TLR4 MyD88 comp | Lmaj promast | bIAP act | PPARg SRC-2 ag | PPARg SRC1 recr | TR-FRET SRC-2 ct
COc1ccc(/C=C/c2ccncc2)c2ccccc12 | 0.5 | 4 | 4 | 0.51 | x | -7 | 7 | 1 | 9 | 1 | 1584
CS(=O)(=O)N(CC(=O)Nc1c(F)cccc1F)c1ccc(C23CC4CC(CC(C4)C2)C3)cc1 | -3.2 | -4 | 4 | x | x | 5 | 20 | 1 | -1 | -2 | 1414
C=CCN1N=C(c2ccc(NC(=O)c3ccccc3)cc2)CSC1=O | 0.9 | 1 | -14 | -0.052 | -7 | -10 | -4 | 1.1 | -4 | -1 | 1436
CCOC(=O)c1ccccc1Nc1cn(C(C)=O)c2ccccc12 | 1.9 | -3 | 7 | -0.96 | x | 2 | 48 | 0.9 | -2 | 5 | 1665
O=C(C1=C[C@@H](c2ccccc2)C[C@@H](OCCCCO)O1)N1CCN(Cc2ccc3c(c2)OCO3)CC1 | -0.6 | -5 | -13 | x | -1 | 3 | 3 | 1.1 | -4 | 6 | 1407
Cc1nn(Cc2ccccc2Cl)c(C)c1C(=O)Nc1nnc(C2CC2)s1 | 0.1 | 3 | -5 | x | 14 | -10 | -4 | 1 | 5 | 1 | 1452
CCC(Oc1ccccc1)C(=O)Nc1ncc([N+](=O)[O-])s1 (stereo not given) | -0.1 | 7 | 15 | -0.58 | -11 | 6 | -5 | 0.9 | -2 | 0 | 1357
CC1(C)CC(c2nc(-c3ccc([N+](=O)[O-])cc3)cs2)CCO1 (stereo not given) | -0.7 | 5 | 0 | 0.5 | -22 | -8 | 3 | 1 | 8 | 6 | 1597
C[C@]12CC[C@@H]3c4ccc(OC(=O)c5ccccc5)cc4CC[C@H]3[C@@H]1CC[C@@H]2O | -0.8 | 3 | 15 | x | -5 | 3 | 18 | 0.9 | -4 | 13 | 1707
COc1ccc(CC(=O)N[C@@H](CCSC)c2nc3ccccc3[nH]2)cc1 | -0.1 | 2 | -5 | -1.6 | -1 | 10 | -5 | 1 | 2 | 8 | 1654
CCOC(=O)N1CCN(CC(O)c2ccc3c(c2)CCN3)CC1 (stereo not given) | 0.1 | -13 | -3 | x | -19 | 0 | 1 | 1 | -2 | -8 | 1527
CC1CN(S(=O)(=O)c2cccc(-c3csc(-c4ccccc4)n3)c2)CC(C)O1 (stereo not given) | 0.2 | 5 | 5 | -0.71 | x | 2 | 97* | 1 | 0 | -1 | 1609
Cc1cccc(NC(=S)N2CCN(Cc3ccc4c(c3)OCO4)CC2)c1C | 3.1 | 5 | 6 | x | x | -9 | 90* | 0.9 | 6 | 4 | 1401
Cc1ccc2nc(Cl)c(/C=N/NC(=O)c3ccccc3O)cc2c1 | 0.5 | 0 | -4 | 0.3 | 7 | -13 | -11 | 1 | -1 | -2 | 1474
COC(=O)c1c(-c2cccc(C)c2)csc1NC(=O)C1CCCO1 (stereo not given) | 0.5 | 2 | 0 | 0.098 | -10 | -2 | 2 | 1 | 6 | 7 | 1595
CS(=O)(=O)N(CC(=O)N1CCN(C(c2ccccc2)c2ccccc2)CC1)C1CCCCC1 | 0.1 | 4 | -7 | -2.7 | x | 5 | 92* | 1.1 | 9 | 6 | 1735
Cn1ncc(-c2ccno2)c1C(=O)O | -1.4 | 0 | -8 | 0.39 | 3 | 8 | -8 | 1.1 | -3 | 10 | 1640
O=C(CN1C(=O)S/C(=C\C=C\c2ccccc2)C1=O)Nc1ccc(O)cc1 | 0.0 | 2 | 5 | x | 3 | -2 | 31 | 0.9 | 3 | 6 | 1684
Cc1cc(C(=O)OCC(=O)N(C)c2ccccc2)ccc1[N+](=O)[O-] | -0.5 | -2 | -6 | -0.51 | 5 | -1 | -7 | 1.1 | -4 | -4 | 1694
CCN(CC)c1ncnc2c1sc1nc(C)cc(C)c12 | 0.9 | -2 | 6 | x | x | -3 | 5 | 0.9 | 5 | 2 | 1631
C=CCn1c(SCc2c(C)noc2C)nc2sc3c(c2c1=O)CCCCC3 | 0.7 | 9 | 12 | x | 10 | 2 | 1 | 0.9 | 8 | 6 | 1484
CCOC(=O)c1oc2ccccc2c1CSc1nnnn1-c1ccccc1 | 0.4 | 2 | 14 | 0.45 | x | -7 | -1 | 0.9 | 7 | 2 | 1524
COc1cccc(OCCOc2ccccc2OC(C)C)c1 | 0.1 | 0 | 7 | 0.53 | x | 3 | 4 | 0.9 | -10 | -5 | 1287
COC(=O)CN1C(=O)C(C)=C(c2ccc(C)cc2)S1(=O)=O | -2.1 | 6 | 5 | x | -30 | -4 | -9 | 0.9 | 5 | 10 | 1549

Of the compounds above, these have an aryl thioether with sulfur outside any ring:
SMILES | DTT redox prof | PPARg SRC-3 ag | bIAP inhibitor | ROMK mod | S1P3 antagonist | TLR4 MyD88 comp | Lmaj promast | bIAP act | PPARg SRC-2 ag | PPARg SRC1 recr | TR-FRET SRC-2 ct
Cc1[nH]c2ccccc2c1C(=O)CSc1ncn[nH]1 | 1.5 | -13 | 15 | -1.5 | x | -2 | -8 | 0.9 | -9 | -2 | 1493
C=CCn1c(SCc2c(C)noc2C)nc2sc3c(c2c1=O)CCCCC3 | 0.7 | 9 | 12 | x | 10 | 2 | 1 | 0.9 | 8 | 6 | 1484
CCOC(=O)c1oc2ccccc2c1CSc1nnnn1-c1ccccc1 | 0.4 | 2 | 14 | 0.45 | x | -7 | -1 | 0.9 | 7 | 2 | 1524

3 entries from above, ordered by the number in bIAP act, highest first:
canonical_smiles	DTT redox prof	PPARg SRC-3 ag	bIAP inhibitor	ROMK mod	S1P3 antagonist	TLR4 MyD88 comp	bIAP act	PPARg SRC-2 ag	PPARg SRC1 recr
C=CCN1N=C(c2ccc(NC(=O)c3ccccc3)cc2)CSC1=O	0.9	1	-14	-0.052	-7	-10	1.1	-4	-1
Cc1nn(Cc2ccccc2Cl)c(C)c1C(=O)Nc1nnc(C2CC2)s1	0.1	3	-5	x	14	-10	1	5	1
O=C(CN1C(=O)S/C(=C\C=C\c2ccccc2)C1=O)Nc1ccc(O)cc1	0.0	2	5	x	3	-2	0.9	3	6

Screening data as filed in PubChem.
